Screens as filed in PubChem.
PKM2 act – increases activity of human pyruvate kinase M2; purified PKM2, Kinase-Glo ATP luminescence, activation; response scale: 0% is enzyme alone, no compound; actives 0.34% (n = 260,000); Potency, µM (titrated, usually from 57.5 µM), for inactives: at the top dose activation, usual class: activators; P14618; note: potency is the fitted concentration of half-maximal effect; % is set by controls: 0 for no effect and ±100 for the full control effect; nearly all actives have a fitted effect of over 55% in size
Target sequence (P14618 whole entry, looked up): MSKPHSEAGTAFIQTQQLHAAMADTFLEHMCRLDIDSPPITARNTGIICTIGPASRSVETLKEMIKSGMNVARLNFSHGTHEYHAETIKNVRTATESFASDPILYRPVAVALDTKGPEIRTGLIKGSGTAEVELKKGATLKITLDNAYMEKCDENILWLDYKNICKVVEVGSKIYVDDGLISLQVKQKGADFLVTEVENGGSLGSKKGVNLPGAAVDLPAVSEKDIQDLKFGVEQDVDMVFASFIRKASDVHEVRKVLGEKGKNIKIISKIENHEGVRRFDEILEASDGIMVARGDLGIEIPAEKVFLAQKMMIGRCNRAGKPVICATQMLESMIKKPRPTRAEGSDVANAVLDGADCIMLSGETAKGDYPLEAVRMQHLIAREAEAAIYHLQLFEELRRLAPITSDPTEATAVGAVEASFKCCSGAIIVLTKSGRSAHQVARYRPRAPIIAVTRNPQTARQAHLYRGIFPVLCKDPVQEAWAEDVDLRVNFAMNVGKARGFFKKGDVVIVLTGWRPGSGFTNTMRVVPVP
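Purified hPK-M2 (>95% pure) converted ADP (0.1 mM final) to ATP with 0.5 mM PEP in 50 mM imidazole pH7.2, KCl, MgCl2, Tween 20, BSA; 1 h at room temperature. ATP detected by Kinase-Glo luminescence.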
USP2a inh – blocks human ubiquitin-specific protease USP2a | O75604 | USP2 core, Ub-CHOP2 coupled fluorogenic reporter, 485/531 | Potency, µM (doses to about 38.3 µM), for the others: top-dose activity change, negative = inhibition, most hits filed as inhibitors | actives 0.01% (n = 330,000) | AID 463254;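 note: potency is the fitted concentration of half-maximal effect; plate controls were DMSO wells for no effect and full inhibition by NEM control for full effect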
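USP2 core (10nM final) preincubated 30min RT with compound in 20mM Tris-HCl pH 8.0, 2mM CaCl2, 2mM beta-mercaptoethanol, 0.05% CHAPS; 25nM Ub-CHOP2 plus 25nM reporter substrate added, fluorescence (Ex485/Em531) read after 60min.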
TRPV1 ag – activates the human vanilloid receptor TRPV1 | TRPV1-expressing cells, Fluo-8 calcium influx, agonist mode | activation, % at 8.33 µM | actives 0.19% (n = 320,000); in the data active = activation above about 80%; inconclusive = between about 30% and that limit; note: 0% is about no effect
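TRPV1-expressing cells were cultured overnight at 35.5C and loaded with Fluo-8 calcium dye for 40 to 90 min at room temperature. After a 10 s baseline, compound was added and calcium influx was read kinetically for 3 min (ex 480/em 520 nm).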
Menin-MLL TR inh – menin-MLL binding inhibition, Texas Red mutant peptide. O00255. Menin + Texas Red MLL mutant peptide, fluorescence polarization. Potency, µM (highest dose often 61.6 µM), for inactives: at the top dose FP activity change, negative = inhibition, actives largely listed as inhibitors. actives 0.23% (n = 270,000); active = well fitted inhibition curve with a large enough effect in the polarisation, with a control signal flat, not every such curve was filed as active; inconclusive = small, poorly fitted or top-dose-only effect, or effect the other way, or a change in a side signal; inactive = no such curve, though single readings can be large or run the other way; the % refers to the polarisation; note: potency is the fitted concentration of half-maximal effect; % of control where 0% means no effect; many of its hits are not listed in these tables
GALK inhibitor – blocks human galactokinase activity; P51570; Purified GALK, Kinase-Glo residual ATP luminescence; Potency, µM (top dose mostly 57.5 µM), for inactives: at the highest dose activity change, negative = inhibition, most hits filed as inhibitors; actives 0.007% (n = 270,000); note: potency is the fitted concentration of half-maximal effect; % is set by controls: 0 for no effect and ±100 for the full control effect
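Compounds were pin-transferred into ATP buffer (35 uM final), then GALK plus galactose (5 nM, 100 uM final) was added. After 1 h at room temperature, Kinase-Glo Plus was added and luminescence read after 10 min.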
KCNH2 WT inh – blocks the wildtype human KCNH2 potassium channel; Q12809; U2OS, BacMam KCNH2, thallium flux FluxOr; hits give low values; activity change, % at 1.84 µM; actives 0.37% (n = 340,000);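 active = maximum activity change below -70%; inconclusive = maximum activity change between -70% and -50%; inactive = maximum activity change above -50%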; note: % is set by controls: 0 for no effect and ±100 for the full control effect
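U2OS cells were transduced with wild-type KCNH2 virus (2.03 x 10^8 / mL) for 4 h at room temperature, then cultured overnight at 37 C. Thallium flux was read with FluxOr dye. Rate constants were normalized to DMSO controls.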
B2AR arrestin – beta2AR (human) beta-arrestin recruitment activity | P07550 | beta-arrestin recruitment to beta2AR, cell-based reporter | Potency, µM (titrated, usually from 46.1 µM), for inactives: at the top dose activation, actives largely listed as activators | actives 0.02% (n = 330,000) | AID 492947;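 note: potency is the fitted concentration of half-maximal effect; 0% = DMSO controls and full agonism = EC100 isoproterenol or metaproterenol; nearly all actives have a fitted effect of over 65% in size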
Target sequence (P07550 whole entry, looked up): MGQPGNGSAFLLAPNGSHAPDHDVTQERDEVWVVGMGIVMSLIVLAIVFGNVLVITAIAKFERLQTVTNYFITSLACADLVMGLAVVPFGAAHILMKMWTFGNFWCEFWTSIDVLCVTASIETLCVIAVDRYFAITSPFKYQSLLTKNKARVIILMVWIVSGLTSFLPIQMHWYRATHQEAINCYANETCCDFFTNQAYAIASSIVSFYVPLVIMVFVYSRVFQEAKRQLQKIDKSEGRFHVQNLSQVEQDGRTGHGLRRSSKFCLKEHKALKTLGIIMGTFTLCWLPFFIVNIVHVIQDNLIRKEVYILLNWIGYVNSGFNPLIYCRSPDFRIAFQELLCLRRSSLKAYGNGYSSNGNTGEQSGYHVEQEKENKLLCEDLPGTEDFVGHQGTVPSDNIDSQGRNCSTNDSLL
CXXC DNA block – MLL CXXC-DNA interaction inhibition | Q03164 | MLL-CXXC / FITC-HOXA9 DNA fluorescence polarization | Potency, µM (titrated, usually from 115 µM), without a hit: at the highest dose activity change, negative = inhibition, usual class: inhibitors | actives 0.037% (n = 290,000); active = well fitted inhibition curve with a large enough effect in the polarisation, with a control signal flat, not every such curve was filed as active; inconclusive = small, poorly fitted or top-dose-only effect, or effect the other way, or a change in a side signal; inactive = no such curve, though single readings can be large or run the other way; the % refers to the polarisation; note: potency is the fitted concentration of half-maximal effect
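Fluorescence polarization: 7 uM MLL-CXXC (stock) preincubated 5 min with compounds, then 50 nM fluorescein-HOX-A9 DNA (stock) added; 30 min ambient. Buffer 50 mM Tris-HCl pH 7.5, 50 mM NaCl, 1 mM DTT, 0.05% BSA.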
FBPA coupling cs – counter-screen for Giardia aldolase inhibitors: coupling enzyme system; actives 0.67% (n = 290,000); coupling enzyme system counterscreen, AmpLite Red fluorescence; activity change, negative = inhibition, % at 58.2 µM, hits read low; AID 2472; in the data active = activity change below about -30%; note: % is set by controls: 0 for no effect and ±100 for the full control effect
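Coupling enzymes only (glyceraldehyde-3-phosphate) + compound, at 57.5 uM final, 10 min RT; add substrate/coupling/AmpLite Red mix, 20 min RT; fluorescence ex 525/em 598 nm. Actives flag coupling-system interference.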
Giardia kill – kills Giardia lamblia; AID 540267; Giardia lamblia trophozoite viability; activity change, % at 7.66 µM, hits read low; actives 0.15% (n = 340,000); in the data active = activity change below about -80%; inconclusive = between about -30% and that limit;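 note: parasites exposed to compound for two days anaerobically before the ATP read; % is set by controls: 0 for no effect and ±100 for the full control effect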
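Trophozoite viability was measured as ATP-dependent luminescence, read 15-30 min after reagent addition. Before that, parasites at 100 cells/well were exposed to compounds for 48 h, anaerobically, at 37 deg C.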
KCNH2 3.1 inh – inhibitors of human KCNH2 3.1 potassium channel isoform | U2OS KCNH2 3.1, thallium flux FluxOr; hits give low values | AID 720553 | activity change, % (tested at about 1.8 µM) | actives 0.95% (n = 340,000);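 active = maximum activity change below -70%; inconclusive = maximum activity change from -70% to -50%; inactive = maximum activity change above -50%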;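 note: thallium influx rate constant from kinetic fluorescence after stimulation buffer; % is set by controls: 0 for no effect and ±100 for the full control effect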
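Measured as rate of thallium-driven FluxOr signal in transduced U2OS cells carrying the 3.1 channel, read kinetically for 2 min upon stimulation; values are rate constants scaled to DMSO control wells.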
* hit, by the source's call; ? = inconclusive; / = not tested or not shown; [ ] = dose if it differs, or a comment. Unless noted, calls come from the whole dose curve; as a rule, active = well fitted curve in the direction sought with a large enough effect; inconclusive = small, poorly fitted or top-dose-only effect, or another doubt; inactive = no such curve, though single readings can be large; an effect the other way counts as inactive or inconclusive.

molecule	KCNH2 WT inh	KCNH2 3.1 inh	PKM2 act	USP2a inh	B2AR arrestin	Menin-MLL TR inh	FBPA coupling cs	Giardia kill	TRPV1 ag	GALK inhibitor	CXXC DNA block
CC(=O)Nc1ccc(S(=O)(=O)NCC(=O)OCC(=O)NC(=O)c2cccn2C)cc1	-11	17	0%	-8%	0.0%	/	2	7	-3	-3%	-2%
COC(=O)C(=Nc1ccccc1)/C(C(=O)C(=O)N(C)c1ccccc1)=C(\O)c1ccc(Cl)cc1	-36	-10	-2%	3%	0.1%	7%	6	-7	4	-1%	-4%
COc1ccc(NC(=O)CSCC(=O)Nc2nnc(C3CC3)s2)cc1	13	-7	/	3%	0.1%	/	/	1	-1	/	/
Cc1ccc(N=Nc2c(O)n(CN3CCOCC3)c3ccccc23)cc1	-16	9	4%	?	-0.5%	/	0	-24	/	-3%	4%
CCCN(CC(=O)Nc1ccccc1C)C(=O)c1ccc2ccccc2n1	0	-7	/	-1%	-1.3%	/	/	2	14	/	/
O=C(Nc1ccccc1)N1CCCC1c1cccs1 (stereo unspecified)	5	-6	0%	0%	-0.7%	/	-1	13	5	-2%	-9%
O=C(CSC1=NCCS1)N1CCCCCC1	5	10	0%	-1%	0.0%	-3%	1	0	-3	1%	4%
CCOC(=O)C1(CCOc2ccccc2)CCN(Cc2cc(OC)cc(OC)c2)CC1	-109*	-108*	0%	0%	0.5%	-13%	-1	-1	1	3%	2%
Cc1ccc(CN2CCN(/N=C/C=C/c3ccccc3[N+](=O)[O-])CC2)cc1	26	?	-1%	1%	0.3%	?	-16	3	11	-1%	5%
Cc1cc(NCc2ccccc2)nc(-c2ccccc2O)n1	-9	-1	0%	-10%	-0.9%	?	-1	16	6	-1%	2%
COc1ccc(/C=N/Nc2nc(-c3cccc(S(=O)(=O)N4CCCC4)c3)cs2)cc1OC	-25	0	6%	-2%	3.0%	?	0	28	-4	1%	1%
COc1cc(C2C3CN(C)CC=C3C(C#N)=C(N)C2(C#N)C#N)ccc1OC(C)C (stereo unspecified)	1	-20	0%	15%	0.0%	-2%	-18	8	-3	9%	-17%
COc1ccc(C)cc1NC(=O)NCCC1=CCCCC1	-11	8	-13%	1%	-0.4%	23%	-3	-9	5	-1%	6%
C/C(=N/N1CCN(c2ccccc2)CC1)c1cccc([N+](=O)[O-])c1	8	-8	1%	-3%	-0.8%	-8%	1	5	2	7%	-4%
CCCCN(CCCC)CCNC(=O)CNC(=O)c1cccs1	5	-9	-6%	-1%	0.3%	2%	5	-2	-6	4%	32%[activator]
O=C(CSc1n[nH]c(=O)[nH]c1=O)Nc1ccccc1C(=O)c1ccccc1	-8	15	0%	-1%	-0.8%	/	5	-2	-4	-4%	8%
NC(=O)Nc1ccc(C(=O)OCC(=O)N(Cc2ccccc2)C2CCS(=O)(=O)C2)cc1 (stereo unspecified)	5	0	0%	2%	0.3%	-4%	3	-11	-2	-4%	-3%
CC1=C(C#N)C(c2ccc3ncccc3c2)C(C#N)=C(C)N1	0	2	8%	-1%	-0.4%	-2%	-1	10	-3	-2%	4%
Cc1cc(C)c(NC(=O)CSc2nc3ncc(Cl)cc3[nH]2)c(C)c1	-5	4	-2%	-1%	4.5%	-27%	2	16	6	8%	2%
COc1ccc(/C=C2\SC(=S)N(NC(=O)c3csc4c3CCCC4)C2=O)cc1	-4	1	-1%	4%	0.4%	?	1	7	0	-2%	11%
CCCOc1ccc(C(=O)N(Cc2cccs2)C2CCS(=O)(=O)C2)cc1 (stereo unspecified)	1	/	-5%	-7%	-0.2%	/	/	-7	0	-4%	-6%
S=c1[nH]nc(-c2cccs2)n1/N=C/c1cn(-c2ccccc2)nc1-c1ccccc1	-4	-4	-10%	-10%	-1.5%	/	1	-9	-2	4%	-4%
O=C(c1ccc(Cl)cc1)N1CCCCC(Cl)C1=O (stereo unspecified)	-2	-20	2%	-3%	0.2%	-17%	2	2	6	-1%	3%
COc1ccc(-c2nc(C(=O)O)cs2)cc1OC	-4	4	7%	-1%	-0.1%	-19%	7	33[activator]	-3	0%	8%
Cc1nn(S(=O)(=O)c2ccc(C(C)C)cc2)c(C)c1S(=O)(=O)N1CCOCC1	1	33	/	-1%	-0.1%	9%	-1	6	0	-1%	5%
O=C(O)C(C(=O)O)=C1C2CC3CC(C2)CC1C3	1	14	2%	1%	-0.8%	/	3	0	-2	5%	-3%
Cc1cc(C)nc(/N=C2\NC(=O)CC3C(=O)NCCN23)n1 (stereo unspecified)	1	7	-2%	-3%	0.0%	-9%	3	-18	-1	0%	4%
Cc1ccc(C(=O)SC2=NCCS2)cc1	14	23	0%	0%	-0.6%	8%	1	14	24	-1%	69%[activator]
CCOC(=O)CCCNC(=O)CN1C(=O)NC2(CCCCCC2)C1=O	2	2	-2%	0%	-1.1%	-4%	4	-1	20	10%	18%
O=C(NCc1ccccn1)C1CCCN(S(=O)(=O)c2ccccc2)C1 (stereo unspecified)	2	-12	1%	1%	0.1%	-4%	-1	8	0	1%	-1%
CC1(C)CC(=O)C(C2=NC3(CCCCCC3)Cc3ccccc32)=C(O)C1	0	-3	-3%	1%	?	/	0	3	21	2%	-14%
CS(=O)(=O)Nc1ccc(C(=O)Nc2ccccc2C(=O)NCc2ccco2)cc1	20	-13	4%	5%	-0.3%	/	/	-5	12	-5%	-3%
C[C@H](NC(=O)c1ccc2c(c1)OCO2)c1nnc2ccccn12	-9	24	/	4%	0.5%	7%	1	-6	-3	3%	28%
C#CCOCCOCCOCCNc1nc(N2CCN(C(=O)[C@H](CO)n3cc([C@@H](N)C(C)C)nn3)CC2)nc(N2CCN(C(=O)[C@H](CCC(=O)O)n3cc([C@@H](N)CCCCN)nn3)CC2)n1	-12	2	/	-1%	-0.3%	/	/	-6	/	/	/
Cc1ccc(F)cc1NC(=O)CSCc1c(C)noc1C	-4	0	/	-1%	-0.6%	/	/	-8	-4	/	/
O=C(NC1CC1)c1ccc(N2CCCCC2)c([N+](=O)[O-])c1	-6	-1	1%	0%	0.5%	/	/	?	?	0%	-4%
COc1ccc(CNC(=O)C(C)NCc2ccccc2Cl)cc1 (stereo unspecified)	1	6	/	0%	0.3%	?	0	9	0	-2%	4%
CC(=O)c1cccc(NC(=O)N2C3CCC2CC(NC(=O)C2CC2)C3)c1 (stereo unspecified)	-3	15	1%	0%	0.3%	2%	-2	3	1	0%	-9%
C=CCn1c(SCC(=O)Nc2ccccc2F)nc2ccccc2c1=O	1	4	-2%[11.5 µM]	0%	-0.3%	?	1	-6	10	-2%	-4%
Cc1ccccc1C(=O)Nc1nnc(SCC(=O)NC2CC2)s1	-8	0	-8%	0%	0.4%	/	/	-23	-1	-7%	9%
COC(=O)c1ccccc1C(=O)N1CCOCCOCCOCC1	3	9	1%	0%	-1.5%	3%	5	7	-2	-1%	-1%
Cc1ccc(Sc2ncccc2C(=O)NCC(c2ccc(F)cc2)N2CCOCC2)cc1C (stereo unspecified)	6	-7	/	0%	-1.1%	/	/	1	2	/	/
Cc1c(C#N)c(N)nc2c3c(sc12)NC(=O)CC3c1ccc(F)cc1 (stereo unspecified)	0	-25	2%	3%	-0.7%	-19%	3	-28	-3	-2%	-5%
O=[N+]([O-])c1ccc(N2CCN(C(=S)Nc3ccccc3)CC2)cc1	7	-8	-9%	3%	0.1%	-27%	2	15	6	-1%	-8%
CC(=O)c1ccc(NC(=O)Cn2nc(C)cc2C)cc1	1	9	-2%	-2%	-0.3%	2%	2	-11	0	-3%	-2%
CCOC(=O)Cn1c(-c2ccccc2)nc2ccccc2c1=O	24	1	-5%	0%	-1.0%	-13%	-1	-6	22	0%	2%
COc1ccc2c(c1)c(CC(=O)Nc1ccccc1OC)c(C)n2C(=O)c1ccc(Cl)cc1	-1	-27	7%	0%	-0.8%	-3%	0	38[activator]	-2	-1%	15%
CCC1C(=O)N=C(SCC(=O)Nc2cccc3ccccc23)NC1=O (stereo unspecified)	-3	-15	-6%	0%	-0.3%	0%	1	-3	0	-2%	0%
CCCCC(c1nnnn1CCOC)N1CCN(C)CC1 (stereo unspecified)	-13	13	-20%	2%	-0.9%	27%	0	-15	-4	-1%	1%
C=CCn1cnc2sc(C(=O)Nc3ccccc3OC)c(C)c2c1=O	20	4	-2%	2%	-0.9%	20%	2	-15	-2	0%	6%

Some of the compounds tested; the hit share may differ from the screen's.
